Source: PubChem (Sanford-Burnham Center for Chemical Genomics)
NOD2 inhibition = NOD2 signaling inhibitors, cell-based, luminescence, uHTS, HEK293 (AID 1566). HEK293 NOD2/NF-kB luciferase reporter, luminescence; higher % means a stronger effect. inhibition, % at 4 µM, or EC50 in µM where a hit was titrated. 290,000 tested, 0.63% active; further: many of its hits are not listed in these tables
XIAP antagonists = XIAP antagonists, biochemical, IAP family, fluorescence polarization (AID 1018) | XIAP BIR domain, fluorescence polarization peptide displacement; higher % means a stronger effect | displacement, % at 20 µM, or IC50 in µM where a hit was titrated | 200,000 tested, 0.007% active; in the data active means displacement above about 50%; further: a part of the inactive calls stands beside numbers as strong as those of hits
PMI inhibitors = inhibitors of human PMI, primary screen, biochemical, fluorescence intensity, coupled assay (AID 1209). purified PMI enzyme, coupled fluorescence intensity; higher % means a stronger effect. 190,000 tested, 0.42% active. inhibition, % at 20 µM, or IC50 in µM where a hit was titrated;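 further: plate controls were DMSO vehicle for no effect and wells lacking substrate for full effect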
human PMI inhibitors = MPI inhibition at elevated mannose 6-phosphate – biochemical, fluorescence intensity, high mannose 6-phosphate, primary screen (AID 1220); recombinant PMI enzyme, coupled fluorescence intensity; higher % means a stronger effect; one-dose inhibition, % at 20 µM; IC50 in µM for titrated hits; 190,000 tested, 0.66% active
KOR beta-arrestin-1 = KOR antagonists, beta-arrestin recruitment, cell-based, luminescence, uHTS (AID 1778); KOR beta-arrestin recruitment, luminescence, antagonist mode; higher % means a stronger effect; 290,000 tested, 0.091% active; inhibition, % at 10 µM, or IC50 in µM where a hit was titrated; further: strong numbers were not always called active
KOR beta-arrestin-2 = KOR agonists, beta-arrestin recruitment, primary screen, cell-based, luminescence, uHTS (AID 1777). 280,000 tested, 0.02% active. KOR beta-arrestin recruitment, luminescence; higher % means a stronger effect. activation, % at 10 µM, or EC50 in µM where a hit was titrated; in the data active means activation above about 50%, passing the limit was not always enough; further: a part of the inactive calls stands beside numbers as strong as those of hits
TNAP activation fold = stimulation of alkaline phosphatase TNAP activity – biochemical, luminescent, no phosphate acceptor, uHTS, primary screen (AID 1001) | purified TNAP, luminescent activation assay, no phosphate acceptor; higher activation fold means a stronger effect | 200,000 tested, 0.03% active | activation fold at 20 µM, or EC50 in µM where a hit was titrated; in the data active means activation fold from about 3, or a potency from the dose series; inactive means the rest, 99 in 100 with activation fold below about 1.6; further: many of its hits are not listed in these tables
LYP inhibition = PTPN22 lymphoid phosphatase activity blockers – biochemical, fluorescence intensity, uHTS (AID 1779) | recombinant LYP phosphatase, fluorescence intensity; higher % means a stronger effect | inhibition, % at 11.5 µM; hits with a dose series show IC50 in µM | 290,000 tested, 0.054% active;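 further: plate controls were vehicle with enzyme for no effect and no enzyme for full effect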
NOD1 inhibition = inhibition of NOD1-driven NF-kB reporter – cell-based, luminescence, uHTS, primary screen (AID 1578) | 290,000 tested, 1% active | inhibition, % at 4 µM, or EC50 in µM where a hit was titrated | NOD1-driven NF-kB luciferase reporter cells, luminescence; higher % means a stronger effect; in the data active means inhibition mostly above about 36%, no sharp cut-off; inactive means mostly below about 34%;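 further: HEK-293T reporter cells stimulated with the NOD1 agonist gamma-tri-DAP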
The depositor's hits bear a star; / = no result given; [ ] = another dose, or the depositor's remark. Unless noted, no stated cut-off is given here; in the data, active means inhibition above about 50%; inactive means the rest.

XIAP antagonists | NOD1 inhibition | human PMI inhibitors | PMI inhibitors | NOD2 inhibition | LYP inhibition | KOR beta-arrestin-2 | KOR beta-arrestin-1 | TNAP activation fold | SMILES
-5.9% | -33% | 11% | 6% | -3% | -4% | -0.6% | -11% | 1.3 | COc1ccc(C(=O)OCC(=O)NCc2ccccc2)c(OC)c1OC
-1.3% | 13% | 24% | 15% | 18% | -1% | -11% | -30% | 1.1 | COC(=O)CSc1nc2sc3c(c2c(=O)n1-c1ccccc1)CCN(C)C3
/ | -13% | / | / | 28% | -8% | -5.3% | -29% | / | OCCOCCNc1ncnc2c1c(-c1ccccc1)cn2-c1ccccc1
/ | 29% | / | / | 13% | -9% | 2.7% | -13% | / | O=C(N/N=C/c1cccc(OC(=O)c2ccc([N+](=O)[O-])cc2)c1)c1cccnc1
-0.4% | -32% | 4% | -1% | 4% | -3% | -2.6% | -5% | 1.2 | CCOc1ccc(Cn2nnc(C(=O)NCCc3ccccc3)c2N)cc1
-4.0% | 9% | 18% | 17% | -7% | -8% | -2.3% | 50% | 1.1 | N/C(=N\OC(=O)C(c1ccccc1)c1ccccc1)c1ccccn1
-4.3% | 7% | -1% | 0% | -7% | -7% | -1.7% | -17% | 1.1 | O=C(COC(=O)c1ccc(N2CCCC2=O)cc1)NCc1ccco1
/ | -37% | / | / | -1% | -7% | -4.3% | 10%[20 µM] | / | Cc1ccccc1NC(=O)C1CCN(C(=O)N2CCOc3ccccc32)CC1
/ | -4% | / | / | 6% | -13% | 1.8% | -63% | / | CCOC(=O)c1c(S(=O)(=O)Nc2cccc(-c3ccno3)c2)c(C)n(C)c1C
-8.8% | -16% | 26% | 14% | 13% | 7% | -0.1% | -10% | 1.1 | CC(=O)OCC1=C(C(=O)O)N2C(=O)C(NC(=O)c3ccc(COc4cccc(Cl)c4Cl)o3)C2SC1 (stereo not given)
-4.8% | -38% | 8% | 4% | -103% | -2% | -2.1% | 23% | 1.1 | O=c1cc(-c2ccc3c(c2)OCO3)oc2ccccc12
2.6% | -27% | 11% | 17% | 13% | -1% | 0.6% | -33% | 1 | Cc1ccc(-c2csc(NC(=O)c3ccc(C)o3)n2)cc1
-4.4% | -12% | 3% | 7% | -49% | -1% | 1.8% | -10% | 1.1 | O=C(Nc1ccccc1-c1ccccc1)C12CC3CC(CC(C3)C1)C2
/ | -31% | / | / | 7% | -10% | -3.5% | -5% | / | Cn1c(=O)c2sccc2n2c(CCCC(=O)NCc3cccnc3)nnc12
-4.3% | -54% | 6% | 43% | -16% | -1% | 0.8% | -12% | 1.1 | Cc1c(Cc2ccc3c(c2)OCO3)sc(NC(=O)c2ccc3ccccc3c2)c1C(N)=O
/ | -23% | / | / | -5% | -5% | -1.1% | -20% | / | Cc1cccc(/C=N/NC(=O)c2ccc(NC(=O)c3ccccc3Cl)cc2)n1
0.3% | -22% | 7% | 7% | 8% | 0% | / | -18% | 1.2 | CCOC(=O)CSc1ncnc2c1cnn2-c1ccc(Cl)cc1
/ | -6% | / | / | 12% | -3% | 2.6% | 12% | / | COc1ccc(NC(=O)CCC(=O)Nc2nnc(CC(C)C)s2)cc1Cl
/ | 4% | / | / | 27% | -9% | -2.6% | 30% | / | Cc1ccc2cc(CCNC(=O)c3ccc(S(=O)(=O)N4CCOCC4)cc3)c(=O)[nH]c2c1
-2.5% | / | 0% | 5% | 21% | -5% | -3.0% | -2% | 1.1 | CCCCN=c1sc(C(=O)OC)cc(=O)n1CCCC
-2.9% | 1% | -8% | 1% | 12% | -9% | 5.8% | 12% | 1.1 | COC(=O)c1ccc(CSc2nnnn2C)o1
2.1% | -21% | -19% | -5% | 14% | 1% | 1.3% | -18% | 1.1 | CSC[C@@H]1NC(=S)N(c2ccc(C)cc2)C1=O
/ | -21% | / | / | 6% | -2% | 2.6% | 0% | / | O=C(CCc1ccccc1)N1CCCC(Nc2ccc(F)cc2)C1 (stereo not given)
/ | -1% | / | / | 13% | -14% | 0.1% | -8% | / | CCn1nc(NS(=O)(=O)c2ccccc2)c2cc3ccc(C)cc3nc21
1.3% | 9% | 24% | 23% | -4% | 0% | -1.5% | 12% | 1.1 | Cc1ccc(CNC(=O)c2sc3ccc(S(=O)(=O)N4CCCCC4)cc3c2N)cc1
0.7% | 11% | -4% | 1% | -28% | -4% | 9.3% | -8% | 1.1 | Cc1ccc(C(=O)NC(C)c2ccccc2)cc1Br (stereo not given)
-7.0% | -8% | 17% | 1% | -15% | -3% | 5.3% | -29% | 1 | COc1ccc(NC(=O)CC2Oc3ccc(C)cc3NC2=O)cc1 (stereo not given)
/ | 25% | / | / | 16% | -2% | 4.0% | -41% | / | Cc1cc(=O)oc2c(C)c(OCC(=O)N3CCN(c4cccc(Cl)c4)CC3)ccc12
0.2% | -3% | 3% | 7% | 39% | -2% | 3.6% | 18% | 1.1 | Cc1cccc(-c2nnc(SCC(=O)N3c4ccccc4CCc4ccccc43)n2C)c1
-2.0% | -22% | 3% | 2% | 5% | -2% | -0.7% | 4% | 1.1 | COC(=O)[C@H](C)[C@@H]1C[C@@]1(C)[C@@H](NC(=O)OCc1ccccc1)c1ccccc1
-5.6% | -16% | 12% | 4% | 14% | 4% | 0.2% | -43% | 1.1 | O=C(Cc1coc2ccc3ccccc3c12)N1CCc2ccccc21
-2.8% | -29% | 6% | 2% | 6% | 7% | -0.5% | 8% | 1.1 | Cc1ccc(-n2c(Cl)c(Cl)nc(Cl)c2=O)cc1
/ | -27% | / | / | -15% | -10% | -3.9% | -18% | / | COc1ccccc1C(C)NS(=O)(=O)c1cccs1 (stereo not given)
-2.1% | 2% | 3% | 4% | 15% | -8% | 2.7% | -32% | 1.1 | Cc1cc(C(F)(F)F)c2c(n1)sc1c(O)cc(=O)[nH]c12
/ | 10% | / | / | 2% | -6% | 3.2% | -17% | / | O=S(=O)(c1ccc(Br)cc1)N1CCN=C1SCc1cccc(F)c1
-5.9% | -23% | 3% | -2% | 5% | -24% | -18% | 12% | 1 | N#Cc1cc2c(=O)n3ccccc3nc2n(-c2ccc(Cl)cc2)c1=O
-5.8% | 28% | 2% | 4% | -10% | -3% | 2.6% | -43% | 1.1 | Cc1cccc(C(=O)NC(NCCc2ccccc2)C(Cl)(Cl)Cl)c1 (stereo not given)
/ | 10% | / | / | -2% | -7% | 3.8% | 11% | / | CC(=O)c1cccc(NC(=S)N2CCCC2)c1
/ | 5% | / | / | -9% | -10% | -3.1% | -7% | / | CCc1ccc(CN2CCCC(C(=O)Nc3ccccc3-c3ccc(OC)cc3)C2)o1 (stereo not given)
-1.8% | -23% | 4% | 1% | 0% | 0% | -3.1% | -22% | 1.2 | CCOCc1nnc(NC(=O)C2c3ccccc3Oc3ccccc32)s1
-1.8% | -20% | 2% | -5% | 8% | -4% | -3.9% | 40% | 1.1 | O=C(NCC(c1ccc(F)cc1)N1CCOCC1)c1cccc(Br)c1 (stereo not given)
-9.2% | -51% | 12% | 18% | 2% | -1% | -1.3% | 14% | 1.1 | CCOc1ccc(-c2nnc(Nc3ccc(OC)c(C(=O)N4CCCCC4)c3)c3ccccc23)cc1
/ | 6% | / | / | -20% | -8% | -1.3% | -7%[20 µM] | / | CCc1ccc(Nc2n[n+](-c3ccccc3)c(-c3ccc(OCc4ccccc4)cc3)s2)cc1
/ | 2% | / | / | 14% | -1% | 3.6% | -8% | / | CCCCn1c2ccccc2c2nnc(SCCN3CCCCC3)nc21
0.1% | -3% | 0% | -7% | 6% | -12% | -5.3% | -3% | 1 | Cc1c(NC(=O)c2cc(=O)[nH]c(=O)[nH]2)c(=O)n(-c2ccccc2)n1C
/ | 5% | / | / | -19% | -7% | 2.7% | -8% | / | N#Cc1ccccc1CN1C(=O)NC2(CCCCCC2)C1=O
2.4% | -34% | 10% | -4% | -20% | -3% | -1.9% | -1% | 1.1 | Cc1ccc2nc(-c3ccco3)c(Nc3ccccc3)n2c1
/ | -9% | / | / | 19% | -5% | 0.4% | -12% | / | COc1cc(NC(=O)c2sc3ncn(CC(=O)N4CCCC(C)C4)c(=O)c3c2C)cc(OC)c1OC (stereo not given)
-8.2% | -20% | -4% | -5% | -6% | -4% | 0.0% | -22% | 1.1 | OC(COCc1ccc2c(c1)OCO2)CN1CCCCC1 (stereo not given)
/ | 15% | / | / | 16% | -6% | 2.1% | -49%[20 µM] | / | CC(=O)Oc1ccc(/C(C)=N\N2CCN(Cc3ccc(Cl)cc3)CC2)cc1
-6.1% | 5% | -14% | -16% | -55% | 3% | 3.2% | -16% | 1 | CCOC(=O)N1CCN(C(=O)CCl)CC1
-1.4% | -14% | 6% | 7% | 12% | -10% | 6.0% | -28% | 1.2 | O=C(NCc1cccs1)c1ccc(CS(=O)(=O)c2ccc(Cl)cc2)o1
-1.5% | -26% | 9% | 14% | 2% | -8% | -2.9% | 3% | 1.1 | Cc1ccc(NC(=O)CN(C)C(=O)c2n[nH]c(=O)c3ccccc23)cc1
/ | -15% | / | / | 2% | -6% | 2.1% | -20% | / | COC(=O)C1CCN(Cc2nnc(-c3ccccc3)o2)CC1
/ | -22% | / | / | 0% | -7% | 3.8% | -37% | / | COc1ccc(S(=O)(=O)N2CCC(C(=O)NCc3ccncc3)CC2)cc1OC
-4.5% | -11% | 1% | 1% | 16% | -7% | -9.3% | -9% | 1.2 | CC(C)CC(NC(N)=O)C(=O)NCCc1ccc(Cl)cc1 (stereo not given)
/ | -30% | / | / | 13% | -10% | -6.0% | -19%[20 µM] | / | COCc1cc(C)nc2sc(C(=O)Nc3ccccc3F)c(N)c12
-3.5% | -24% | 2% | -1% | -6% | -6% | 6.1% | 13% | 1.1 | Nc1nc(SCC(=O)N2CCCc3ccccc32)n(-c2ccccc2)n1

In the list so far, these have a thiophene ring, fused or not:
XIAP antagonists | NOD1 inhibition | human PMI inhibitors | PMI inhibitors | NOD2 inhibition | LYP inhibition | KOR beta-arrestin-2 | KOR beta-arrestin-1 | TNAP activation fold | SMILES
-1.3% | 13% | 24% | 15% | 18% | -1% | -11% | -30% | 1.1 | COC(=O)CSc1nc2sc3c(c2c(=O)n1-c1ccccc1)CCN(C)C3
/ | -31% | / | / | 7% | -10% | -3.5% | -5% | / | Cn1c(=O)c2sccc2n2c(CCCC(=O)NCc3cccnc3)nnc12
-4.3% | -54% | 6% | 43% | -16% | -1% | 0.8% | -12% | 1.1 | Cc1c(Cc2ccc3c(c2)OCO3)sc(NC(=O)c2ccc3ccccc3c2)c1C(N)=O
1.3% | 9% | 24% | 23% | -4% | 0% | -1.5% | 12% | 1.1 | Cc1ccc(CNC(=O)c2sc3ccc(S(=O)(=O)N4CCCCC4)cc3c2N)cc1
/ | -27% | / | / | -15% | -10% | -3.9% | -18% | / | COc1ccccc1C(C)NS(=O)(=O)c1cccs1 (stereo not given)
-2.1% | 2% | 3% | 4% | 15% | -8% | 2.7% | -32% | 1.1 | Cc1cc(C(F)(F)F)c2c(n1)sc1c(O)cc(=O)[nH]c12
/ | -9% | / | / | 19% | -5% | 0.4% | -12% | / | COc1cc(NC(=O)c2sc3ncn(CC(=O)N4CCCC(C)C4)c(=O)c3c2C)cc(OC)c1OC (stereo not given)
-1.4% | -14% | 6% | 7% | 12% | -10% | 6.0% | -28% | 1.2 | O=C(NCc1cccs1)c1ccc(CS(=O)(=O)c2ccc(Cl)cc2)o1
/ | -30% | / | / | 13% | -10% | -6.0% | -19%[20 µM] | / | COCc1cc(C)nc2sc(C(=O)Nc3ccccc3F)c(N)c12

These rows are one share of the data, so the mix of outcomes need not match the whole.
